PKA-R1A activ: activates the PKA-R1A holoenzyme complex | P00514+P68181 | PKA-R1A dissociation, Cy5-IP20 fluorescence polarization; scaled: DMSO 0%, 113 µM cGMP 100% | activation, % at 11.4 µM | 340,000 compounds, 0.083% hits | AID 504707;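 active = percent activation above the mean of all tested compounds plus 3 SD, cut at about 19% in these data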;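 note: higher means more PKAc released from R1A so a rise in polarization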
V-ATPase pHluor: alters yeast V-ATPase proton transport; S. cerevisiae, pHLuorin cytosolic pH fluorescence; 350,000 compounds, 0.37% hits; response, % at 10 µM; AID 504577; in the data active = response mostly above about 7.3%, no sharp cut-off; inactive = mostly below about 5.4%; note: actives read high; inactives centre near 0; some compounds called inactive have numbers as strong as hits; reference of the scale not given here
HTR5A ag ctr: HTR5A agonism, opioid heterodimer counter-screen; activation, % at 9.3 µM; P47898; HTR5A agonist assay, luminescence, cell-based; AID 504692; 340,000 compounds, 0.61% hits; in the data active = activation mostly above about 9.5%, no sharp cut-off; inactive = mostly below about 7.6%;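 note: 0% = cells with vehicle only and 100% = reference agonist; strong numbers were not always called active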
Target sequence (P47898 whole entry, looked up): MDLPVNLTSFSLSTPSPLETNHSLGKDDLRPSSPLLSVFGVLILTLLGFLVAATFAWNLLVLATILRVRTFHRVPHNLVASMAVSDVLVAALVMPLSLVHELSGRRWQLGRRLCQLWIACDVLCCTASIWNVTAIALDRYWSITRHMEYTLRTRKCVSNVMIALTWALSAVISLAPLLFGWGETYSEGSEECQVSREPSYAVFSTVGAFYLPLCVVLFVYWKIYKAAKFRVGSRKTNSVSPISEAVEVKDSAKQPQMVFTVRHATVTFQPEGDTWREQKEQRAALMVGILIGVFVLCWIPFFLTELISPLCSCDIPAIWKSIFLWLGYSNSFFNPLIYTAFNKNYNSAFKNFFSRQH
PKA-R2B act: PKA-R2B complex activation | 340,000 compounds, 0.079% hits | P22694+P31323 | activation, % at 11.4 µM | AID 504700 | PKA-R2B holoenzyme dissociation, Cy5-IP20 fluorescence polarization; R2B truncated from residue 108, S112A mutant; 0% DMSO only, 100% 113 µM cGMP;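 active = activation above a cutoff set at the mean over all compounds plus 3 SD, cut at about 18% in these data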;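 note: higher means more holoenzyme dissociation and a rise in polarization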
Pemphigus Ab inh: human desmoglein-3 autoantibody binding inhibition; AID 588358; P32926; DSG3-coupled beads, scFv-anti-DSG3-GFP binding, flow cytometry; stronger effect = lower value; binding (percent of control), % at 10 µM; 310,000 compounds, 0.48% hits;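 active = binding more than 3 SD below its plate's average and above zero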;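 note: hits lower antibody fragment binding to DSG3; some compounds called inactive have numbers as strong as hits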
MOR-DOR ag: agonists of human mu-delta opioid receptor heterodimerization | activation, % at 9.3 µM | cells, OPRM1-OPRD1 heterodimerization, luminescence | 340,000 compounds, 0.3% hits | P35372+P41143; in the data active = activation above about 18%;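 note: 0% = vehicle-treated cells and 100% = reference agonist; values of inactives mirror those of a sister screen read the other way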
DAGLB inh: diacylglycerol lipase beta (human) inhibition | Q8NCG7 | HEK293T DAGLB membrane lysate, EnzChek fluorogenic substrate | inhibition, % at 5.17 µM | 340,000 compounds, 0.059% hits | AID 504411; in the data active = inhibition above about 34%;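 note: 0% = enzyme with vehicle and 100% = wells lacking enzyme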
Target sequence (Q8NCG7 whole entry, looked up): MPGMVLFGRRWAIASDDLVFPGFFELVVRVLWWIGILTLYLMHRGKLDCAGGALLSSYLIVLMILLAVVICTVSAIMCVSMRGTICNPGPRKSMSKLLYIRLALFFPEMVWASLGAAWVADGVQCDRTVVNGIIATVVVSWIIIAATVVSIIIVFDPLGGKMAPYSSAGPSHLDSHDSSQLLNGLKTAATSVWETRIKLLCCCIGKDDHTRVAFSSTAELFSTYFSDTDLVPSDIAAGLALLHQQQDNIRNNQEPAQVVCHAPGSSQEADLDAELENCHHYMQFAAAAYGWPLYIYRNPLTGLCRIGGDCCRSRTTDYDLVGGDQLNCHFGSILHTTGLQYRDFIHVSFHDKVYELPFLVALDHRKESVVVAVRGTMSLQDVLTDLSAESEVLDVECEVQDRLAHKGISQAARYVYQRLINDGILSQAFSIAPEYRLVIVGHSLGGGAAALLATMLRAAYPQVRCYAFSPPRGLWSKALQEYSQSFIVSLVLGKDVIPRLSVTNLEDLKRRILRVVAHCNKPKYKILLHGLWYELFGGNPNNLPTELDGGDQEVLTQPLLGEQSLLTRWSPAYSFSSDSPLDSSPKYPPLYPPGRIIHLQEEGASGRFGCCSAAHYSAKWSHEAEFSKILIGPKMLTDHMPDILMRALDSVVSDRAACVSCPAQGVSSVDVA
Arr AP2 block: human beta-arrestin and AP2 interaction inhibition; inhibition, % at 10 µM; 340,000 compounds, 0.31% hits; FITC-arrestin peptide / GST-AP2 beads, flow cytometry; AP2 beta2 appendage carries R879A mutation;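 active = inhibition above a set limit, near 3 SD of compounds lacking own fluorescence, cut at about 54% in these data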;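 note: plate controls were DMSO wells for no effect and 5 µM unlabelled arrestin peptide for full effect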
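test system = AP2 appendage R879A on GSH beads | buffer or medium = PBS plus Tween 20 (0.05%) and BSA (0.1%) | incubation = 12 min plus 1 h, RT | detection = bead flow cytometry, FITC channel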
HTR5A inv ag: inverse agonist of human HTR5A in OPRM1-OPRD1 counter-screen. P47898. HTR5A cell line, luminescence, inverse agonism. inhibition, % at 9.3 µM. 340,000 compounds, 0.083% hits. AID 504634; in the data active = inhibition mostly above about 23%, no sharp cut-off; inactive = mostly below about 18%;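 note: 0% = cells with DMSO and 100% = no-cell wells with DMSO; some compounds called inactive have numbers as strong as hits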
OPRM1-OPRD1 inv: inverse agonists of human mu-delta opioid receptor heterodimerization | cell-based MOR-DOR heterodimer luminescence, inverse agonism | inhibition, % at 9.3 µM | P35372+P41143 | 340,000 compounds, 0.21% hits | AID 504357; in the data active = inhibition above about 22%, passing the limit was not always enough;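 note: 0% = cells with DMSO and 100% = wells without cells with DMSO; values of inactives mirror those of a sister screen read the other way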
Active calls of the source: *; . = not tested or not shown.

SMILES	PKA-R1A activ	V-ATPase pHluor	HTR5A ag ctr	PKA-R2B act	Pemphigus Ab inh	MOR-DOR ag	DAGLB inh	Arr AP2 block	HTR5A inv ag	OPRM1-OPRD1 inv
CCN1CCCC1CNC(=O)c1ccc2c(c1)NC(=O)/C(=C\c1ccc(OC)c(OC)c1)S2 (stereo unspecified)	-4	-1	1	5	141	-0.4	0	32	-3	2
C/C(=N\NC(N)=O)c1ccc(Cl)s1	6	2	3	-5	97	-2.8	-1	-3	-9	14
Cc1ccc(Nc2nc(N)c([N+](=O)[O-])c(N3CCC(C)CC3)n2)cc1C	-2	-1	5	-9	88	-0.7	-1	0	0	4
Cc1ccc(S(=O)(=O)N(C)CC(=O)NNC(=O)Cc2ccccc2F)cc1	-5	6	6	5	105	-1.4	-1	6	13	6
COc1ccccc1NC(=O)N1CCCC1C(=O)Nc1nnc(C(C)C)s1 (stereo unspecified)	-9	-4	6	5	103	-3.2	0	18	6	20
C[C@@H](NC(=O)C1(c2ccccc2)CCN(C(=O)OC(C)(C)C)CC1)C(=O)N[C@@H](C(=O)O)c1ccccc1	12	-3	1	-10	102	-1.3	-1	8	-6	7
CN(C)C(=O)CCN1CCOCC1	-10	5	2	-4	107	-1.2	-3	-4	15	6
CCOC(=O)C1=C(C)NC2=C(C(=O)C(C(=O)OC)C(C)C2)C1c1ccc(OC)c(O)c1 (stereo unspecified)	-1	-1	1	3	99	-2.6	2	-1	-3	14
Cc1ccc(C(=O)COC(=O)CN2C(=O)C3CC=CCC3C2=O)cc1C (stereo unspecified)	2	2	.	4	110	.	-1	.	.	.
Cc1cc(C)n(-c2ccc(C(=O)Nc3sccc3C(N)=O)cc2)n1	17	0	0	-4	106	-0.6	-2	-1	-8	3

Continued, starting with the last 3 of the part before.
SMILES	PKA-R1A activ	V-ATPase pHluor	HTR5A ag ctr	PKA-R2B act	Pemphigus Ab inh	MOR-DOR ag	DAGLB inh	Arr AP2 block	HTR5A inv ag	OPRM1-OPRD1 inv
CCOC(=O)C1=C(C)NC2=C(C(=O)C(C(=O)OC)C(C)C2)C1c1ccc(OC)c(O)c1 (stereo unspecified)	-1	-1	1	3	99	-2.6	2	-1	-3	14
Cc1ccc(C(=O)COC(=O)CN2C(=O)C3CC=CCC3C2=O)cc1C (stereo unspecified)	2	2	.	4	110	.	-1	.	.	.
Cc1cc(C)n(-c2ccc(C(=O)Nc3sccc3C(N)=O)cc2)n1	17	0	0	-4	106	-0.6	-2	-1	-8	3
O=C1CC(N2CCN(S(=O)(=O)c3ccccc3F)CC2)C(=O)N1c1ccc(F)cc1F (stereo unspecified)	-5	8	-1	-16	93	-3.3	2	3	4	17
O=C(NCc1ccc(F)cc1)c1cc2c(s1)CCCC2	5	4	3	5	103	1.5	-9	2	-7	-9
Cn1c(=NCC(O)COc2ccccc2)sc2ccccc21 (stereo unspecified)	-4	-2	3	-10	112	0.0	-9	0	2	0
O=C(Cc1nn[nH]n1)NCc1ccccc1Cl	5	0	1	-10	.	1.5	3	10	-10	-6
COc1cc(C)c(NC(=S)Nc2ccc(C)c(Cl)c2)cc1OC	-5	1	6	5	115	0.2	3	-5	-27	-1
COc1ccc(NC(=S)NNC(=O)c2cccnc2)cc1OC	-14	-1	2	-14	102	-2.0	-1	14	-5	11
C[C@@H](NC(=O)c1ncn2c1C(=O)NC[C@@H]2C)c1ccccc1	10	-1	.	1	.	.	0	.	.	.
CC(=O)N/C(=C/c1ccccc1)C(=O)NC(Cc1ccccc1)C(=O)O (stereo unspecified)	-7	-3	4	1	112	1.8	-1	-3	8	-10
COC(=O)c1c(NC(=O)COC(=O)CC(NC(C)=O)c2ccccc2)sc(C)c1C (stereo unspecified)	-24	2	-5	-7	101	-1.5	-2	1	14	9
CC1CCN(C(=S)c2ccc(-c3ccc(Cl)cc3Cl)o2)CC1	0	6	4	-9	102	-0.2	-9	-8	0	1
Cc1ccc2cc(COC(=O)c3ccncc3)c(=O)[nH]c2c1	-5	-3	-4	-7	75	-2.0	3	20	-3	12
CNC(=S)N1CCN(C(=O)C2CCCO2)CC1 (stereo unspecified)	-8	0	0	-1	104	-1.4	-2	25	3	7
O=C(Nc1nnc(-c2ccccc2Cl)o1)c1cccnc1	-10	-1	-3	-9	98	-3.0	0	10	-5	17
CC(C)c1ccc(NC(=O)c2cc3c(=O)n(C)c4ccccc4c3n2C)cc1	-6	2	3	-12	86	-0.7	0	11	-9	3
CCOC(=O)c1sc(C)c2c(=O)n(CC(=O)c3ccc(Br)cc3)nnc12	-1	1	1	-7	93	-2.8	1	3	-2	14
O=C1CN(C(=O)/C=C/c2ccc(Cl)cc2Cl)CCN1	-5	1	-1	-16	102	-1.1	1	9	4	6
Cc1cc(C)n2c(SCCO)nnc2n1	-26	-4	2	-7	109	-3.8	-2	-8	-11	19
Cc1ccc(O)c(C(CC(=O)NC(C)C)c2ccccc2)c1 (stereo unspecified)	6	1	0	-2	95	-1.8	3	-1	0	9
C/C(CC1CC(C)(C)OC1=O)=N/Nc1nc(-c2ccccc2)cs1 (stereo unspecified)	2	-2	-2	3	98	-0.1	3	7	-10	1
Cc1csc(C(C#N)C(=O)c2ccc(S(=O)(=O)N3CCCC3)cc2)n1 (stereo unspecified)	4	0	-5	2	101	1.4	2	-2	14	-9
O=S(=O)(NCCN1CCOCC1)c1cccs1	14	-3	-6	-2	95	-0.7	1	-7	25	4
CC(C)NS(=O)(=O)c1ccc(OCC(=O)NC(C)c2ccccc2)cc1 (stereo unspecified)	-6	-2	-1	-3	107	1.6	4	27	-5	-8
Cc1ccc(C#N)c(SCc2cc3c(cc2Cl)OCO3)n1	-7	-2	-3	9	97	-0.2	-1	19	-31	1
O=C1CC(N2CCN(c3ccccc3)CC2)C(=O)N1Cc1ccc(Cl)cc1 (stereo unspecified)	2	4	1	-4	99	3.3	6	33	24	-16
Fc1ccc(Cc2nnc(-c3cccs3)o2)cc1	-4	-2	-3	0	106	-3.1	-2	-4	8	15
CCOc1ccc(NC(=O)c2ccc(CN3CCc4ccccc4C3)cc2)cc1	-10	-1	3	-11	106	4.4	-3	9	5	-22
Cc1ccccc1OCCOCCN1CCCCCC1	-11	5	6	-1	113	4.0	1	9	-17	-29
C#CC(c1ccccc1)(c1ccccc1)n1ccnc1	-1	-15	.	-9	102	.	2	.	.	.
COc1ccc(CN(C)CC(=O)Nc2sc3c(c2C#N)CCC3)cc1OC	-10	1	3	-5	101	0.5	-7	-1	-37	-3
COc1ccc(Cl)cc1NC(=O)C/C(C)=N/NC(=O)Cc1ccccc1	5	-6	2	-8	105	-0.4	-1	16	-6	2
Cc1nc2nc(-c3cccnc3)nn2c(C)c1Cl	4	4	-2	3	101	-0.4	-3	5	-2	3
COc1ccc(NC(=O)CN(c2ccccc2)S(=O)(=O)c2ccccc2)c(OC)c1	4	2	-2	-4	99	0.3	0	38	-14	-1
O=c1c2ccccc2on1-c1ccccc1	1	-1	.	-3	102	.	-5	.	.	.
CCOc1ccccc1CN1CCNC(=O)C1CC(=O)NCCCn1cccn1 (stereo unspecified)	-4	-2	-3	1	103	0.2	-2	-1	26	-1
NC(=O)C1CCN(c2ncnc3c(-c4ccccc4)nsc23)CC1	-2	3	1	-2	.	-1.8	1	3	-3	11
CCN(CC)S(=O)(=O)c1ccc(OCC(=O)NC(=O)Cc2ccccc2)c([N+](=O)[O-])c1	3	3	-2	-4	97	7.8	-2	34	9	-41
N#CCSc1nc2ccccc2c2nc3ccccc3n12	-10	1	-4	-4	99	-3.5	-1	-1	10	21
O=C(Nc1ccccc1C(=O)N1CCCCCC1)c1cccc([N+](=O)[O-])c1	-7	3	1	-10	102	-3.5	-1	11	20	19
O=C(CSC(=S)N1CCOCC1)c1cc2ccccc2oc1=O	7	1	10.0*	-2	109	-1.1	-8	-4	-36	5
O=C1CSC(=O)N1CC(O)COc1ccc(Cl)cc1 (stereo unspecified)	-16	-7	-1	9	102	1.5	0	4	2	-9
COc1ccc2c(c1)c(=O)c(C(=O)c1ccc(C)cc1)cn2CC(=O)Nc1ccc(F)cc1	0	6	11	5	100	-3.0	-3	22	-31	15
O=C(c1ccccc1)N1CCN(C(=O)c2cc3ccccc3oc2=O)CC1	-4	-72	4	4	90	1.3	0	4	-13	-10
Cn1c(CCCNC(=O)c2ccccc2)nc2ccccc21	-2	0	-3	4	104	0.0	0	3	11	0
Cc1ccc(S(=O)(=O)N2CCN(C(=O)c3n[nH]c(=O)c4ccccc34)CC2)c(C)c1	0	3	4	4	.	0.7	-5	17	-9	-3
NCCCNc1ccc([N+](=O)[O-])cc1C(F)(F)F	11	-1	-6	-8	102	-2.6	-3	38	-5	13
Fc1ccccc1N1CCN(c2nnnn2-c2ccccc2)CC1	10	-2	1	3	99	-1.5	-1	-3	-3	8
Cc1ccccc1-n1c(SC/C(O)=C(\C#N)c2nc3ccccc3[nH]2)nnc1-c1ccncc1	-2	0	-3	8	100	-2.9	1	-6	-17	16
Cc1nn(Cc2ccc(C(=O)N3CCOCC3)o2)c(C)c1Br	-9	-2	6	-2	94	-2.1	0	-2	0	11
COc1cccc(NC(=O)CSC(N)=O)c1	5	-1	0	-10	124	-0.7	-13	-1	4	4
Cc1csc(=O)n1CCC(=O)OCC(=O)Nc1ccc(F)c(F)c1F	-16	1	2	-5	83	-0.8	3	-7	-5	5
Additional compounds follow:
SMILES	PKA-R1A activ	V-ATPase pHluor	HTR5A ag ctr	PKA-R2B act	Pemphigus Ab inh	MOR-DOR ag	DAGLB inh	Arr AP2 block	HTR5A inv ag	OPRM1-OPRD1 inv
Cn1c(=O)c(=O)n(C)c2cc(S(=O)(=O)CCC(=O)Nc3ccc(F)cc3)ccc21	-1	2	-1	-1	102	-1.4	2	9	13	9
COc1ccc(C(c2sc3nc(C)nn3c2O)N2CCCCC2)cc1 (stereo unspecified)	-4	-2	4	-2	95	-2.9	4	-7	-12	17
O=C(Cn1nnc2c(cnn2-c2ccc(F)cc2)c1=O)OC1CCCCC1	-6	4	3	-5	90	2.6	-11	-7	4	-15
S=c1[nH]nc(-c2cccnc2)n1/N=C/C=C/c1ccccc1	-5	-1	0	5	105	3.2	3	-5	1	-23
CCn1cc(C(=O)OCC(=O)c2cc(C)n(-c3ccc(OC(F)F)cc3)c2C)c(=O)c2ccc(C)nc21	11	-1	-2	8	101	-1.0	-3	-2	7	5
CN(C)CCN(C(=O)c1ccc(S(=O)(=O)N(C)CC2CCCO2)cc1)c1nc2cc3c(cc2s1)OCO3 (stereo unspecified)	-22	4	4	-7	107	-1.1	0	1	22	6
COC(c1ccccc1)(c1ccccc1)C(Oc1nccc(C)n1)C(=O)O (stereo unspecified)	-8	-2	4	-8	115	-1.3	1	18	-4	7
O=C1Oc2ccccc2C2(O)C3CCCCCC3C12 (stereo unspecified)	-17	-6	-1	-10	104	1.3	-7	-11	3	-5
COc1ccccc1C(=O)N/C(=C/c1ccco1)C(=O)Nc1ccc(C(=O)O)cc1	-5	6	-1	-6	.	0.3	0	4	2	-2

Compound activity: PubChem, several laboratories
